RORg inh – ROR gamma (mouse) transcription inhibition; P51450; Drosophila S2 Gal4-RORgamma UAS-luciferase reporter, 20 h; Potency, µM (series often up to 53.6 µM), inactives show top-dose activity change, negative = inhibition, most hits filed as inhibitors; 310,000 tested, 5.4% active; AID 2551; note: % is set by controls: 0 for no effect and ±100 for the full control effect; nearly all actives have a fitted effect of over 60% in size
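Stable Schneider cell line, Gal4 DNA-binding domain fused to ROR gamma, UAS-luciferase. Cmpd 1 hr RT → CuSO4 700 uM final → 20 hr RT → luciferase reagent 10 min → luminescence.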
NPC1 promoter act – activates the NPC1 promoter. Huh7 NPC1 promoter luciferase reporter, 24 h. Potency, µM (series often up to 9.22 µM), for the others: at the top dose activation, most hits filed as activators. 320,000 tested, 2.4% active. AID 485313;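 note: % of control where 0% means no effect; nearly all actives have a fitted effect of over 60% in size; reporter is driven by a mutant NPC1 promoter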
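Stable NPC1-promoter luciferase Huh7 line; cpd (DMSO) 24 h, 37 °C, 5% CO2; Amplite luciferase reagent 10 min RT; luminescence readout. qHTS format.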
Rab9 promoter act – activators of Rab9 promoter; Huh7 Rab9 promoter-luciferase reporter, luminescence, 24 h; Potency, µM (highest dose often 9.22 µM), for inactives: top-dose activation, negative = inhibition, actives largely listed as activators; 320,000 tested, 2.8% active; note: % of control where 0% means no effect; nearly all actives have a fitted effect of over 60% in size
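Using Huh7 cells stably transfected with Rab9 promoter–luciferase, compounds were incubated 24 h at 37 °C, 5% CO2; luciferase luminescence was read 10 min after reagent addition.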
Gal4-VP16 FLuc – inhibits Gal4-VP16 luciferase reporter, ROR gamma counter-screen. AID 2546. Drosophila S2 Gal4-VP16 UAS-luciferase, luminescence, 20 h. 310,000 tested, 3.5% active. Potency, µM (highest dose often 53.6 µM), without a hit: at the top dose activity, negative = inhibition, hits mostly inhibitors;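 note: Gal4-VP16 expression switched on by copper sulfate through the metallothionein promoter; % is set by controls: 0 for no effect and ±100 for the full control effect; nearly all actives have a fitted effect of over 50% in size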
uPA surface inh – blocks generation of uPA at the cell surface; cell surface uPA generation assay, qHTS; 330,000 tested, 0.31% active; Potency, µM (top dose mostly 38.3 µM), for inactives: at the highest dose activity change, negative = inhibition, actives largely listed as inhibitors; active = well fitted inhibition curve with a large enough effect; inconclusive = small, poorly fitted or top-dose-only effect; inactive = no such curve, though single readings can be large or run the other way; tested in mouse RAW 264.7 cells; note: % is set by controls: 0 for no effect and ±100 for the full control effect; nearly all actives have a fitted effect of over 55% in size
p53 reactivator – re-activators of mutant p53. H1299 p53-A138V BP100-luciferase reporter, luminescence, 24 h. AID 504706. Potency, µM (doses to about 92.2 µM), without a hit: at the highest dose activity change, positive = activation, usual class: activators. 320,000 tested, 0.063% active; note: % of control where 0% means no effect; nearly all actives have a fitted effect of over 45% in size
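H1299 (p53-null), stable ts p53-A138V + BP100-Luc; 1000 cells/well, Opti-MEM/10% FBS; cpd 4 pt, 1:5; 24 h, 37 deg C, 5% CO2; detection reagent 10 min RT; luminescence.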
ELG1 genotox – induces genotoxicity in HEK293T cells with luciferase-tagged ELG1; 330,000 tested, 1.3% active; HEK293T ELG1-luciferase reporter, luminescence, 16 h; Potency, µM (series often up to 46 µM), for inactives: at the highest dose activity change, positive = activation, usual class: activators; note: % of control where 0% means no effect; nearly all actives have a fitted effect of over 60% in size
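Quantitative HTS format in 1536-well plates. HEK293T ELG1-luciferase reporter cells receive test compound and are incubated 16 hr at 37 °C, 5% CO2; ONE-Glo added, 30 min room temperature, then luminescence read.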
BRCA1 expr up – increases BRCA1 expression; MCF7-BRCA1-FFLuc reporter, luminescence, 48 h; response scale: scaled: vehicle 0%, 10 µM genistein 100%; Potency, µM (top dose mostly 46.1 µM), inactives show at the top dose activation, usual class: activators; 380,000 tested, 1.1% active; AID 624202; note: nearly all actives have a fitted effect of over 80% in size; some results filed as inactive show a strong effect at the top dose
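MCF7-BRCA1-FFLuc cells, 2000/well in phenol-red-free MEM, attached 2 h then treated 48 h at 37 C. Luciferase luminescence read 15 min after reagent; normalized to genistein maximum activation (10microM) and DMSO, concentration-response fitted.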
FLuc modulator – firefly luciferase modulation, counter-screen for miR-21 project. purified FLuc, Km substrates, luminescence inhibition. Potency, µM (top dose mostly 57.5 µM), without a hit: at the top dose activity change, negative = inhibition, hits mostly inhibitors. 360,000 tested, 6.9% active. AID 588342;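 note: plate controls were vehicle for no effect and reference inhibitor for full effect; nearly all actives have a fitted effect of over 55% in size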
Target sequence (P08659 whole entry, looked up): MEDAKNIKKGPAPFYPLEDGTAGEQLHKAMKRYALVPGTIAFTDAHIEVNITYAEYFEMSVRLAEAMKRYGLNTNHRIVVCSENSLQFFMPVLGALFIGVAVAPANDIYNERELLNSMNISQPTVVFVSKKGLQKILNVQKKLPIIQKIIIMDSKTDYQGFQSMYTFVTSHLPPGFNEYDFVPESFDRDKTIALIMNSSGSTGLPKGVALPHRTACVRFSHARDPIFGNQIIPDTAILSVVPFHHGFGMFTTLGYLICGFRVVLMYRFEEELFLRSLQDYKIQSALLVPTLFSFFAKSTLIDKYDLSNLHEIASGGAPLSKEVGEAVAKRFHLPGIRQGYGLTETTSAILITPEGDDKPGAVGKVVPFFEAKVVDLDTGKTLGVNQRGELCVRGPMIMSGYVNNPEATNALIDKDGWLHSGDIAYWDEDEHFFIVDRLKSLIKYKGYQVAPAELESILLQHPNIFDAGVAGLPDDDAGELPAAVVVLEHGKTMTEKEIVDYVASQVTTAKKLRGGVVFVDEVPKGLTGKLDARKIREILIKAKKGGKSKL
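Purified P. pyralis luciferase (10nM final) with 10uM D-luciferin and 10uM ATP (Km levels) in 50mM Tris acetate pH 7.5, 10mM Mg acetate, 0.01% Tween-20, 0.05% BSA; qHTS 6-point titration, ~60 µM downward; luminescence read.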
MBNL1 CUG block – inhibitors of human MBNL1 binding to CUG repeat RNA | Q9NR56 | TR-FRET MBNL1-His/biotin-(CUG)12 binding, 665/545 ratio | Potency, µM (doses to about 57.5 µM), for the others: top-dose activity change, negative = inhibition, usual class: inhibitors | 280,000 tested, 0.036% active | AID 2675; active = well fitted inhibition curve with a large enough effect in the signal ratio, with a control signal flat, not every such curve was filed as active; inconclusive = small, poorly fitted or top-dose-only effect, or effect the other way, or a change in a side signal; inactive = no such curve, though single readings can be large or run the other way; the % refers to the signal ratio; note: % is set by controls: 0 for no effect and ±100 for the full control effect
Target sequence (Q9NR56 whole entry, looked up): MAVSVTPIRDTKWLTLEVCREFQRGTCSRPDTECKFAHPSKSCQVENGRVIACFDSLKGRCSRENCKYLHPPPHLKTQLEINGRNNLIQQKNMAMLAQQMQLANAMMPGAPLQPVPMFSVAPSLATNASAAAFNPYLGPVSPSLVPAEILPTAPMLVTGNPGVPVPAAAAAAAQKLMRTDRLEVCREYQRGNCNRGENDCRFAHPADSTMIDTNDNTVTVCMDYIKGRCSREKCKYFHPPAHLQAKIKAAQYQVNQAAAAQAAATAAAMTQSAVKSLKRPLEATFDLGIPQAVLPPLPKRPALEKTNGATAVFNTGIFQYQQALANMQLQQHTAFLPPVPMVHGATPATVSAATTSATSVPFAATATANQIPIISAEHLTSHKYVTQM
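TR-FRET between His-tagged MBNL1 and biotin-(CUG)12 RNA, detected with Tb anti-His antibody (0.055 ng/ul) and streptavidin-XL665 (5 nM), 60 min at room temperature. Compounds titrated 92 nM to 58 uM; 665/545 nm ratio normalized to buffer and complex controls.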
* = called active by the depositor; u = inconclusive; x = not tested or not shown; [ ] = remark or other dose. Unless noted, calls come from the whole dose curve; as a rule, active = well fitted curve in the direction sought with a large enough effect; inconclusive = small, poorly fitted or top-dose-only effect, or another doubt; inactive = no such curve, though single readings can be large; an effect the other way counts as inactive or inconclusive. Potency is the fitted concentration of half-maximal effect.

mol	RORg inh	NPC1 promoter act	Rab9 promoter act	Gal4-VP16 FLuc	uPA surface inh	p53 reactivator	ELG1 genotox	BRCA1 expr up	FLuc modulator	MBNL1 CUG block
O=C(c1ccco1)N1CCN(C(=O)N2CCOCC2)CC1	-12%	-5%	3%	-3%	13%	-1%	1%	0%	-2%	4%
O=C(NNC(=O)c1cccnc1)NC12CC3CC(CC(C3)C1)C2	2%	-2%	-5%	-13%	9%	1%	1%	-12%	5%	-2%[11.5 µM]
CCCCSCCCNC(=O)C1CCC(CNS(=O)(=O)c2ccc(NC(C)=O)cc2)CC1 (stereo not given)	37%	-3%	7%	-9%	5%	-3%	5%	17%	-3%	-4%
CN(CC(=O)Nc1ccc(F)cc1)C(=O)CSc1nncs1	21%	3%	15%	1%	3%	21%	7%	16%	1%	-4%
Oc1c(C(c2ccccc2)N2CCc3ccccc3C2)sc2ncnn12 (stereo not given)	-31%	2%	1%	4%	-6%	7%	1%	-43%	-2%	-4%
Cc1cc(N2CCCCC2)nc(N2CCCCC2)n1	1%	-3%	-2%	-1%	5%	4%	-3%	0%	-1%	-3%
COc1ccc(OCC(O)CN2CCN(Cc3ccc4c(c3)OCO4)CC2)cc1 (stereo not given)	-9%	1%	0%	2%	3%	-3%	-2%	-12%	2%	x
CCC(C)NC(=O)C1c2ccccc2C(=O)N1Cc1ccc(F)cc1 (stereo not given)	-1%	-8%	1%	-12%	-4%	21%	1%	-28%	-1%	1%

Additional entries
mol	RORg inh	NPC1 promoter act	Rab9 promoter act	Gal4-VP16 FLuc	uPA surface inh	p53 reactivator	ELG1 genotox	BRCA1 expr up	FLuc modulator	MBNL1 CUG block
COC(=O)C1=C(C)N(Cc2ccc(C)cc2)C(=O)/C1=C\c1ccc(O)c(OC)c1	-30%	-2%	u	-6%	-9%	-1%	12%	-20%	5%	-4%
COc1ccc(C2SCC(=O)N2c2ccc(C)cc2)cc1 (stereo not given)	2%	1%	2%	11%	14%	x	-1%	-4%	7%	-1%
COCCCNC(=O)/C=C/c1cccc(Cl)c1	u	-2%	4%	-10%	1%	12%	6%	36%	-17%	13%
CSc1ccc(CCNC(=O)CS(=O)(=O)Cc2nc(-c3ccccc3F)oc2C)cc1	-14%	-2%	-1%	3%	1%	14%	-8%	-7%	1%	4%
Cc1ccc(NC(=O)CN2C(=O)S/C(=C\c3cc(C)n(-c4cccc(C(=O)O)c4)c3C)C2=O)cc1	27%	0%	3%	-4%	-2%	4%	3%	9%	u	10%
CCOc1cc(OCC)c(C(C)=O)cc1OCC	-14%	9%	-4%	11%	-7%	-6%	2%	-1%	-12%	x
COc1ccc2c(c1)Sc1ccccc1N2	6.3µM*	3%	1%	6.3µM*	-10%	-1%	2%	-44%	u	31%[activator]
Cc1cc([N+](=O)[O-])ccc1NC(=O)c1csc(C)c1C	-17%	1.4µM*	2µM*	20%	-4%	u	4.1µM*	5µM*	3.8µM*	10%

Additional results.
mol	RORg inh	NPC1 promoter act	Rab9 promoter act	Gal4-VP16 FLuc	uPA surface inh	p53 reactivator	ELG1 genotox	BRCA1 expr up	FLuc modulator	MBNL1 CUG block
Cc1c(C(=O)CN2CCSCC2)c2ccccc2n1C	-12%	0%	-5%	9%	4%	9%	1%	12%	-1%	3%
O=C(CN1CCN(c2nc(-c3ccc(F)cc3)cs2)CC1)NCc1ccc2c(c1)OCO2	26%	0%	-6%	-22%	4%	-16%	2%	-50%	-8%	17%
Cc1ccc2nc3c(c(C(=O)O)c2c1)CCC3	-15%	-1%	-4%	-1%	7%	1%	1%	2%	4%	-8%
CCn1c(SCC(=O)N2CCCCC2)nnc1-c1ccc(S(=O)(=O)N2CCN(C)CC2)cc1	13%	0%	1%	-2%	0%	5%	u	1%	4%	0%
COc1ccc(NC(=O)/C=C/C(=O)O)cc1Cl	26%	-2%	0%	1%	-6%	-3%	1%	-3%	-3%	u
Cc1cc(C)n(-c2cc(C)c(C)cc2Br)n1	u	-4%	-4%	4%	7%	-10%	0%	-3%	-8%	-17%
CCc1ccc(NC(=O)CN(c2cc(C)cc(C)c2)S(=O)(=O)c2c(C)[nH]c(=O)[nH]c2=O)cc1	24%	-4%	0%	-9%	11%	-2%	2%	-4%	-12%	0%
CCCn1c(=O)c(C(=O)NCc2ccco2)c(O)c2ccccc21	-8%	-1%	-4%	2%[10 µM]	-6%	-1%	4%	0%	u	-8%

Additional entries
mol	RORg inh	NPC1 promoter act	Rab9 promoter act	Gal4-VP16 FLuc	uPA surface inh	p53 reactivator	ELG1 genotox	BRCA1 expr up	FLuc modulator	MBNL1 CUG block
O=C(Nc1ccc(F)cc1)c1ccccc1NS(=O)(=O)N1CCCC1	u	-2%	-7%	6%	0%	1%	-8%	-14%	u	-24%
CCc1ccccc1NC(=O)c1ccc2nc(N3CCOCC3)sc2c1	1%	-4%	0%	2%	-10%	x	2%	57%	-6%	-1%
CCN(CCn1cccn1)C(=O)CCc1nnc(C2(c3ccc(Cl)cc3)CCC2)o1	11%	28%	u	u	1%	8%	18%	-39%	17µM*	-4%
O=C(CSC1=NCCN1)NC12CC3CC(CC(C3)C1)C2	-27%	5%	4%	-10%	-15%	-58%[inhibitor]	-3%	-56%	5%	7%
CCOc1ccc(NC(=O)CN(C)S(=O)(=O)c2ccc(-c3ccc(=O)[nH]n3)s2)cc1	11%	0%	0%	-1%	-1%	-4%	3%	12%	-14%	u
O=C(COC(=O)c1ccccc1C(=O)c1ccc(Cl)cc1)NC(c1ccccc1)c1ccccc1	-19%	-1%	-3%	-18%	u	-5%	-3%	-27%	-1%	62%[activator]
CCCS(=O)(=O)c1c(S(=O)(=O)CCC)c2c(C)cccn2c1C(N)=O	18%	1%	3%	-6%	3%	1%	0%	-1%	-1%	0%
Brc1ccc(C2CC(c3ccccc3)=Nc3ccccc3N2)cc1 (stereo not given)	u	2%	3%	-5%	-7%	u	u	89%	27µM*	29%

The listing continues.
mol	RORg inh	NPC1 promoter act	Rab9 promoter act	Gal4-VP16 FLuc	uPA surface inh	p53 reactivator	ELG1 genotox	BRCA1 expr up	FLuc modulator	MBNL1 CUG block
O=C(NCCCN1CCOCC1)c1ccc2c(c1)N(Cc1cccc(Cl)c1)C(=O)CS2	9%	-2%	0%	11%	1%	-1%	-5%	-30%	3%	-8%
O=C(NC1CCCc2ccccc21)c1cc(F)cc(F)c1 (stereo not given)	10%	0%	4%	4%	-1%	-3%	0%	-28%	0%	-3%
C/C(=N\Nc1cccc2cccnc12)c1ccc[nH]1	3.5µM*	u	1.4µM*	3%	-9%	u	4%	-33%	1.1µM*	10%
Cc1ccccc1OCC(=O)OCC(=O)c1ccc(-c2ccccc2)cc1	20%	-3%	-1%	-5%	8%	6%	2%	15%	-3%	x
O=C(C1=C[C@@H]2[C@H]3C(=O)N(c4ccccc4Cl)C(=O)[C@H]3[C@@H](C(=O)c3ccc(Cl)cc3)N2C=C1)c1ccccc1	-45%	-5%	-2%	0%	x	2%	0%	x	u	u
COc1ccc(N2C(=O)CC(NC34CC5CC(CC(C5)C3)C4)C2=O)c(OC)c1 (stereo not given)	-32%	-2%	-4%	3%	11%	2%	10%	-7%	0%	5%
CC(C)(C)c1csc(NC(=O)c2cccnc2)n1	u	-2%	0%	16%	2%	x	-2%	37%	u	4%
Cc1cc(-c2nnc(CCC(=O)N(CC3CC3)CC3CCCO3)o2)no1 (stereo not given)	-12%	0%	8%	10%	3%	2%	7%	-3%	-2%	-1%
C=CCNC(=O)Cc1c(OC)ccc2cc(Br)ccc12	2%	-9%	-4%	6%[10 µM]	0%	-6%	-4%	-38%	-2%	66%[activator]
COc1ccccc1NS(=O)(=O)c1cccc(-n2c(O)c(C=Nc3ccccc3C(=O)O)c3ccccc3c2=O)c1	44%	0%	-1%	13%	0%	2%	-12%	-36%	u	u
COCCN1C(=O)/C(=C/c2ccc(N3CCCC3)cc2)SC1=S	20%	u	u	2%	-3%	1%	8%	49%	u	6%

Some of the entries so far, with two lines to a compound.
Values run as follows: RORg inh	NPC1 promoter act	Rab9 promoter act	Gal4-VP16 FLuc	uPA surface inh	p53 reactivator	ELG1 genotox	BRCA1 expr up	FLuc modulator	MBNL1 CUG block
O=C(NCCCN1CCOCC1)c1ccc2c(c1)N(Cc1cccc(Cl)c1)C(=O)CS2
→ 9%	-2%	0%	11%	1%	-1%	-5%	-30%	3%	-8%
O=C(NC1CCCc2ccccc21)c1cc(F)cc(F)c1 (stereo not given)
→ 10%	0%	4%	4%	-1%	-3%	0%	-28%	0%	-3%
C/C(=N\Nc1cccc2cccnc12)c1ccc[nH]1
→ 3.5µM*	u	1.4µM*	3%	-9%	u	4%	-33%	1.1µM*	10%
Cc1ccccc1OCC(=O)OCC(=O)c1ccc(-c2ccccc2)cc1
→ 20%	-3%	-1%	-5%	8%	6%	2%	15%	-3%	x
O=C(C1=C[C@@H]2[C@H]3C(=O)N(c4ccccc4Cl)C(=O)[C@H]3[C@@H](C(=O)c3ccc(Cl)cc3)N2C=C1)c1ccccc1
→ -45%	-5%	-2%	0%	x	2%	0%	x	u	u
COc1ccc(N2C(=O)CC(NC34CC5CC(CC(C5)C3)C4)C2=O)c(OC)c1 (stereo not given)
→ -32%	-2%	-4%	3%	11%	2%	10%	-7%	0%	5%
CC(C)(C)c1csc(NC(=O)c2cccnc2)n1
→ u	-2%	0%	16%	2%	x	-2%	37%	u	4%
